Source: PubChem BioAssay
SMN2 splice enh = qHTS Assay for Enhancers of SMN2 Splice Variant Expression; HEK293 SMN2-luciferase splicing reporter, luminescence, 30-36 h; Potency, µM (top dose mostly 46.1 µM), without a hit: top-dose activity change, positive = activation, hits mostly activators; hit rate 2.8% among 210,000; also: % of control where 0% means no effect; nearly all actives have a fitted effect of over 55% in size
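qHTS luciferase splicing reporter: luminescence rises when SMN2 exon 7 is included in transfected HEK293 cells. Compound exposure lasted 30-36 h at 37C, with 4.5 mM final sodium butyrate as control, followed by a ONE-Glo read.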
NPSR antagonist = qHTS Assay for Antagonists of the Neuropeptide S Receptor: cAMP Signal Transduction; Q6W5P4; CHO-NPSR cells, cAMP TR-FRET, antagonist mode; Potency, µM (top dose mostly 38.3 µM), for the others: top-dose activity change, negative = inhibition, usual class: inhibitors; hit rate 1% among 220,000; also: % is scaled to controls: 0 for no effect and ±100 for the full control effect; nearly all actives have a fitted effect of over 50% in size; many of its hits are not listed in these tables
Target sequence (Q6W5P4 whole entry, looked up): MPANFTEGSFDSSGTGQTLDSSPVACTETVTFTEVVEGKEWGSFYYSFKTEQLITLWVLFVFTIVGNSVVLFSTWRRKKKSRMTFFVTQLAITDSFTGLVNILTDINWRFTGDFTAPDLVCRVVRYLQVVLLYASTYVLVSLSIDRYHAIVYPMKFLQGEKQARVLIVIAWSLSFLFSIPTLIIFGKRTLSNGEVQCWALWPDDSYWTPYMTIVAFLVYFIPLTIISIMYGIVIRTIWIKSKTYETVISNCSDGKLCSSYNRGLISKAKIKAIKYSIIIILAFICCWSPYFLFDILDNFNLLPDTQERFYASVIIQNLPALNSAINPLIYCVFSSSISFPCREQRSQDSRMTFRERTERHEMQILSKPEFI
JMJD2E inh = qHTS Assay for Inhibitors of Human Jumonji Domain Containing 2E (JMJD2E). hit rate 1.6% among 230,000. Potency, µM (series often up to 57.1 µM), for the others: at the top dose activity change, negative = inhibition, most hits filed as inhibitors. JMJD2E catalytic domain, FDH-coupled NADH fluorescence (FDH is formaldehyde dehydrogenase); active = well fitted inhibition curve with a large enough effect, not every such curve was filed as active; inconclusive = small, poorly fitted or top-dose-only effect, or another doubt; inactive = no such curve, though single readings can be large or run the other way;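 also: 0% = wells with enzyme and -100% = buffer wells without enzyme; nearly all actives have a fitted effect of over 50% in size; many of its hits are not listed in these tables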
Target sequence (B2RXH2 1-337 limits assumed): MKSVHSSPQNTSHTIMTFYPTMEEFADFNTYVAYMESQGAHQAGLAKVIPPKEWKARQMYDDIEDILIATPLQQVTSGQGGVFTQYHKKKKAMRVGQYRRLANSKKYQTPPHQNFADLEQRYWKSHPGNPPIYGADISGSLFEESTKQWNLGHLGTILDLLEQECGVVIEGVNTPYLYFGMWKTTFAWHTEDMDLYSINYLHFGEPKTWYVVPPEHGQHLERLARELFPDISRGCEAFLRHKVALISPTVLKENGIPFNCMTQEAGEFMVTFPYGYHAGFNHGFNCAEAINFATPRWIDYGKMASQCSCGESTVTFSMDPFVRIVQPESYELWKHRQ
KinaseGlo FLuc = Counterscreen for Luciferase (Kinase-Glo TM) Inhibition; hit rate 0.28% among 200,000; Kinase-Glo luciferase, ATP luminescence, 8 min; AID 1379, 2008; Luciferin 4-monooxygenase (Photuris pensylvanica), Q27757; Potency, µM (highest dose often 38.3 µM), without a hit: top-dose activity change, negative = inhibition, actives largely listed as inhibitors; also: % is scaled to controls: 0 for no effect and ±100 for the full control effect; nearly all actives have a fitted effect of over 60% in size
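Compounds were added to a substrate mix at pH 7.2 (50 mM imidazole, 10 uM ATP, within the enzyme's linear range), followed by Kinase-Glo detection reagent; luminescence was measured after 8 minutes at ambient temperature.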
RECQ1 inh = qHTS Assay for Inhibitors of RecQ-Like Dna Helicase 1 (RECQ1). Potency, µM (titrated, usually from 57.3 µM), without a hit: at the highest dose activity, negative = inhibition, most hits filed as inhibitors. RECQ1 DNA unwinding, red fluorescence kinetic read. hit rate 0.54% among 240,000. ATP-dependent DNA helicase Q1 (Homo sapiens), P46063;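 also: plate controls were vehicle for no effect and no enzyme for full effect; nearly all actives have a fitted effect of over 30% in size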
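50 nM RECQ1T1 preincubated 15 min with compound in Tris pH 8.0 buffer with MgCl2, DTT, Tween-20 and 2.5 ug/ml poly(dI-dC); started with 200 nM TAMRA/BHQ-2 forked duplex and 2 mM ATP. Unwinding read as fluorescence (525/598 nm), two reads 2 h apart.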
IMPase Li cell = qHTS Assay for Identifying the Cell-Membrane Permeable IMPase Inhibitors: Potentiation with Lithium | Potency, µM (top dose mostly 59.4 µM), inactives show top-dose activity, negative = IMPase inhibition, usual class: inhibitors | CHO-M1 cells, IP1 TR-FRET (IP-One), carbachol + lithium | hit rate 0.35% among 210,000 | AID 1457, 2008;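 also: IP1 builds up when IMPase is blocked and the TR-FRET signal falls; plate controls were basal vehicle for no effect and high inhibitor control for full effect; nearly all actives have a fitted effect of over 50% in size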
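CHO cells stably expressing M1 receptor (2000/well, cultured 16–30 h) treated 30 min at 37C with compound plus low lithium. Cytosolic IP1 by TR-FRET (665/620 ratio and 620 channel) after 10 min lysis; AC50 by Hill fit.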
Epigenetic derep = Quantitative High-Throughput Screen for Regulators of Epigenetic Control; murine LDR cells, GFP reporter derepression, 30 h; Potency, µM (highest dose often 53.9 µM), for inactives: at the highest dose GFP activation, usual class: activators; hit rate 0.2% among 280,000; AID 1865, 2009; also: % of control where 0% means no effect; nearly all actives have a fitted effect of over 60% in size
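In this reporter-derepression format, murine cells bearing a silenced integrated CMV-GFP locus incubate with test compound (30 h, 37 C), then are washed and imaged; fluorescent objects of 20–120 um count as induced cells.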
GoLoco inh red = qHTS Assay for Inhibitors of RGS12 GoLoco Motif Activity (Red Fluorophore); Gai1:RGS12 GoLoco peptide FP, rhodamine, 10 min; Potency, µM (series often up to 61.6 µM), inactives show at the highest dose activity, negative = inhibition, most hits filed as inhibitors; hit rate 0.44% among 230,000; AID 880, 2007; active = well fitted inhibition curve with a large enough effect, not every such curve was filed as active; inactive = no such curve, though single readings can be large or run the other way; also: % is scaled to controls: 0 for no effect and ±100 for the full control effect; nearly all actives have a fitted effect of over 30% in size; many of its hits are not listed in these tables
Target sequence (P63096 whole entry, looked up): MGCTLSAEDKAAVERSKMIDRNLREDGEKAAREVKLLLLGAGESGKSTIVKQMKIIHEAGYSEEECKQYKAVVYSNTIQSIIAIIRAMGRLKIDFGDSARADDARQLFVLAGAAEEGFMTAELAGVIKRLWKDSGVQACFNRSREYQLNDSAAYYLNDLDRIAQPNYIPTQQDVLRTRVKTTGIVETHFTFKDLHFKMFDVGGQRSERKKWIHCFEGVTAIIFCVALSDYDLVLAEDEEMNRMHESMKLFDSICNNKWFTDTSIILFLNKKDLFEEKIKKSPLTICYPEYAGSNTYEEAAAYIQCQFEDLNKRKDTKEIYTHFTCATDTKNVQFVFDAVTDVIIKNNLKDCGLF
* = called active by the depositor; i = inactive; u = inconclusive; x = no result given; & = joins results of further samples; ! = not confirmed by another sample; [ ] = another dose, or the depositor's remark. Unless noted, calls follow the shape of the dose curve; as a rule, active = well fitted curve in the direction sought with a large enough effect; inconclusive = small, poorly fitted or top-dose-only effect, or another doubt; inactive = no such curve, though single readings can be large; an effect the other way counts as inactive or inconclusive. Potency is read from the fitted curve at half-maximal effect. Only part of the results is shown; the hit share may differ from the screen's.

SMILES	SMN2 splice enh	NPSR antagonist	JMJD2E inh	KinaseGlo FLuc	RECQ1 inh	IMPase Li cell	Epigenetic derep	GoLoco inh red
CN1CCN(c2ccc(S(C)(=O)=O)cc2[N+](=O)[O-])CC1	-1%	25%	3%	-1%	-8%	3%	2.2%	2%
CC12CCC3C(CC=C4CC(O)CCC43C)C1C/C(=C\c1ccccc1F)C2=O (configuration not stated)	x	u	0%	x	-3%	x	0.1%	x
COc1cccc([C@@]2(O)CCCC[C@@H]2CN(C)C)c1	x	7%&-23%	7%&3%	2%[39.9 µM]	-4%&-8%&-4%	-2%	-1.2%&1.1%&-0.2%	-4%&-7%&0%
O=Cc1cn(CCCOc2ccccc2)c2ccccc12	-61%[inhibitor]	-10%	-9%	1%	-3%	-7%	1.1%	17%
CC(=O)Oc1c(C)cccc1C(=O)O	-2%	x	u	3%	-5%	-5%	5.6%	3%
O=C(NC(c1ccc(Cl)cc1)P(=O)(Oc1ccccc1)Oc1ccccc1)OCc1ccccc1 (configuration not stated)	-12%	-9%[46.1 µM]	5%	-3%	-3%	4%	5.8%	5%
COc1ccccc1OCC#CCN1CCCC(C)C1 (configuration not stated)	0%	13%	-4%	-2%	14%	0%	-4.8%	-17%
CCC(=NCc1ccc2c(c1)OCO2)c1c(O)n(C2CCCCC2)c(=O)[nH]c1=O	-84%[inhibitor]	u	-3%	-1%	-6%	24%	0.0%	36%[activator]
Cc1c(/C=N/O)c2ccccc2n1C	-5%	-8%[46.1 µM]	-5%	-2%	-6%	5%	4.7%	2%
O=c1c2ccccc2[nH]c(=S)n1-c1ccc2c(c1)OCO2	-12%	-7%[46.1 µM]	6%	0%	-12%	3%[38.3 µM]	1.0%	1%
O=C(Oc1ccc(Br)cc1C(=S)N1CCCC1)c1ccccc1Cl	10%	u	-2%	1%	i	10%[38.3 µM]	-1.8%	11%
CN(C)CCN=Cc1c(O)n(-c2cccc(C(F)(F)F)c2)c(=O)[nH]c1=O	9%	-11%[46.1 µM]	u	-6%	i	16%[38.3 µM]	0.0%	10%
O=P(Nc1c(Cl)cccc1Cl)(c1ccccc1)c1nc2c(s1)CCCC2 (configuration not stated)	10%	-16%[46.1 µM]	8%	-4%	-12%	-13%[38.3 µM]	-0.9%	-1%
CP(=O)(O)CCCN	-6%&-7%&13%	-7%&-3%[46.1 µM]	5%&-5%&-5%	0%&-3%&4%	-7%&-6%&-9%	-11%[38.3 µM]	-0.7%&-1.2%&0.8%&-0.3%	4%&10%&4%&7%
Cc1cc(N2C(=O)C3CCCN3C2c2cccc(Cl)c2)no1 (configuration not stated)	-21%	-10%[46.1 µM]	-3%	3%	-6%	5%	0.0%	10%
O=C(Cc1ccccc1)Oc1ccc(N2C(=O)CCC2=O)cc1	-15%	-27%[46.1 µM]	-3%	-2%	-11%	26%[38.3 µM]	0.1%	-14%
Cc1cccc(N2C(=O)NC(=O)/C(=C/c3ccc([N+](=O)[O-])o3)C2=O)c1	u	-3%	-2%	u	1%	-4%	0.0%	23%
CCCCCCCCCc1ccc(OCCOCCOCCOCCOCCOCCOCCOCCOCCO)cc1	-97%[inhibitor]	x	1%	-9%	-9%	19%	8.2%	7%
CCC(C)NC(=O)c1c(N)n(CCCOC)c2nc3ccccc3nc12 (configuration not stated)	-7%	u	u	-3%	u	-12%[38.3 µM]	-0.7%	4%
Cc1cc(=O)n2[nH]c(C)cc2n1	-15%	12%	u	1%	i	-10%	-1.8%	5%

The last four entries of the section before are carried over, then new ones follow:
SMILES	SMN2 splice enh	NPSR antagonist	JMJD2E inh	KinaseGlo FLuc	RECQ1 inh	IMPase Li cell	Epigenetic derep	GoLoco inh red
Cc1cccc(N2C(=O)NC(=O)/C(=C/c3ccc([N+](=O)[O-])o3)C2=O)c1	u	-3%	-2%	u	1%	-4%	0.0%	23%
CCCCCCCCCc1ccc(OCCOCCOCCOCCOCCOCCOCCOCCOCCO)cc1	-97%[inhibitor]	x	1%	-9%	-9%	19%	8.2%	7%
CCC(C)NC(=O)c1c(N)n(CCCOC)c2nc3ccccc3nc12 (configuration not stated)	-7%	u	u	-3%	u	-12%[38.3 µM]	-0.7%	4%
Cc1cc(=O)n2[nH]c(C)cc2n1	-15%	12%	u	1%	i	-10%	-1.8%	5%
CN(C)c1cccc2c(C#N)ccc(N(C)C)c12	-5%	-14%	u	-2%	1%	42%[activator]	0.0%	-8%
CC(C)(O)C(=O)Nc1ccc([N+](=O)[O-])c(C(F)(F)F)c1	-30%	x	x	x	-4%	-1%	x	7%
O=C(c1ccc(Cl)cc1)C1CCCN(C2CCSCC2)C1 (configuration not stated)	-7%	-11%	3%	2%	3%	26%	1.6%	20%
CCN(CC)c1nc2c(C)cccn2c(=O)c1C=C1C(=O)NC(=O)NC1=O	-21%	17%	u	2%	i	-8%	-1.4%	6%
CSc1ncc(/C=C2/C(=O)NC(=O)N(c3ccc(C)cc3)C2=O)cn1	25%	-24%	u	-3%	-7%	2%	-2.6%	1%
CCCCc1nc(N2CCNCC2)c(C#N)c2c1CSC(C)(C)C2	29%	-6%[46.1 µM]	u	7%	-1%	38%[activator][38.3 µM]	3.3%	4%
Cc1ccc(N)cc1[N+](=O)[O-]	-12%	x	x	x	u	10%	x	28%
CN(C)c1ccc([P+](=O)c2ccc(N(C)C)cc2)cc1	6%	12%	-23%	0%	i	-1%	1.3%	-6%
CC(=O)c1ccc(OC(C)C)c(Cc2c(O)[nH]c(=S)[nH]c2=O)c1	x	-1%	2%	1%	-13%	9%	2.0%	-8%
CCCCn1c(O)c(C(C)=Nc2ccc(C(=O)O)cc2)c(=O)[nH]c1=O	-2%	3%[46.1 µM]	-6%	-4%	0%	2%[38.3 µM]	-0.2%	-1%
Oc1cc(Cl)c(Cl)c(Cl)c1Cl	1%	x	x	x	12%	7%	x	-7%
CN1C(=O)N(C)C(=O)C2(Sc3ccccc3C2=O)C1=O	u	-5%[46.1 µM]	1%	-2%	-1%	2%[38.3 µM]	0.2%	-11%
Cc1cc(Cl)ccc1OC(C)C(=O)O (configuration not stated)	13%	5%[46.1 µM]	7%	1%	-6%	3%[38.3 µM]	-1.0%	4%
Cc1ccnc(-n2c(C)cc(/C=C3\C(=O)NC(=S)N(C)C3=O)c2C)c1	17%	u	-6%	-1%	-20%	4%	1.1%	39%[activator]
CC(Cc1ccccc1)[n+]1cc(/N=C(\[O-])N(C)C)on1 (configuration not stated)	-6%	2%[46.1 µM]	-2%	1%	10%	-6%[38.3 µM]	-2.1%	-6%
CCn1c(=O)cc(OCC(=O)N2CCC3(CC2)OCCO3)c2ccccc21	27%	-12%[46.1 µM]	-3%	-5%	0%	-8%[38.3 µM]	1.0%	-2%
Clc1ccc2c(N3CCNCC3)ccnc2c1	12%	-3%[46.1 µM]	-3%	-2%	-1%	-8%[38.3 µM]	-0.7%	3%
C=C(C=O)C[C@@H]1C[C@H](O)C2OC3C[C@]4(C)OC5/C=C\CC6OC7C(CC=CCC6OC5CCCC4OC3CC2O1)OC1CC2OC3CC(=O)OC3C[C@@H](C)C[C@@]2(C)OC1C[C@@H]7C (some centres not stated)	x	0.79µM*	1%	x	-1%	x	0.0%	-8%
O=C1NC(=S)N(C2CC2)C(=O)/C1=C/c1ccc2c(c1)CCN2CCCCl	-21%	-51%	u	-27%	u	10%	-1.1%	271%[activator]
NNCc1cccc(O)c1	-1%	-26%[46.1 µM]	22µM*!	-13%	-9%&-22%	12%	-0.2%&2.3%	5%&-12%

Structural class, the compounds so far containing a CF3 group
SMILES	SMN2 splice enh	NPSR antagonist	JMJD2E inh	KinaseGlo FLuc	RECQ1 inh	IMPase Li cell	Epigenetic derep	GoLoco inh red
CN(C)CCN=Cc1c(O)n(-c2cccc(C(F)(F)F)c2)c(=O)[nH]c1=O	9%	-11%[46.1 µM]	u	-6%	i	16%[38.3 µM]	0.0%	10%
CC(C)(O)C(=O)Nc1ccc([N+](=O)[O-])c(C(F)(F)F)c1	-30%	x	x	x	-4%	-1%	x	7%

Additional structures follow.
SMILES	SMN2 splice enh	NPSR antagonist	JMJD2E inh	KinaseGlo FLuc	RECQ1 inh	IMPase Li cell	Epigenetic derep	GoLoco inh red
Cc1oc(-c2ccc(F)cc2F)nc1CN1C[C@@H]2C[C@@H](C1)c1cccc(=O)n1C2	x	22%	-5%	x	i	u	-0.2%	7%
CN(C)CC1CCCCC1OC(=O)c1ccc(Cl)c(Cl)c1 (configuration not stated)	-14%	8%	8%	-3%	0%	7%	1.0%	1%
CCCCCCn1c(=O)c(C(=O)Nc2c(C)n(C)n(-c3ccccc3)c2=O)c(O)c2ccccc21	x	-4%	4%	x	14%	x	-1.1%	5%
CCCCn1cnc2cc(NCc3cccc(OC)c3O)ccc21	0%	-16%[46.1 µM]	u	15%	i	-1%[38.3 µM]	-1.6%	-2%
C[C@]12CC[C@@H]3[C@H](CCC4=CC(=O)CC[C@]43C)[C@]1(O)CC[C@@]2(O)C(=O)CO	3%[9.22 µM]	x	x	-5%[7.66 µM]	x	-10%	x	-8%[14.2 µM]
CN1C(=O)C(=Cc2ccc(Sc3ccccc3)o2)C(=O)N(C)C1=O	-2%	-14%	0%	-2%	-1%	3%	3.7%	128%[activator]
Cc1cc(C=C2C(=O)N(C)C(=S)N(C)C2=O)c(C)n1C1CCCCC1	-20%	-11%[46.1 µM]	6%	-4%	-14%	-6%[38.3 µM]	0.0%	89%[activator]
CNC(=O)Oc1cccc2c1OC(C)(C)C2	-8%	x	3%	-3%	-4%	-2%	2.4%	-2%
